# NPSR antag – qHTS Assay for Antagonists of the Neuropeptide S Receptor: cAMP Signal Transduction | Q6W5P4 | CHO-NPSR cells, cAMP TR-FRET, antagonist mode | Potency, µM (titrated, usually from 38.3 µM), for inactives: top-dose activity change, negative = inhibition, usual class: inhibitors | 1% of 220,000 active; further: potency means the concentration at half of the fitted maximal effect; on the % scale 0 is the no-effect control and ±100 the full control effect; nearly all actives have a fitted effect of over 50% in size; many of its hits are not listed in these tables
# Target sequence (Q6W5P4 whole entry, looked up): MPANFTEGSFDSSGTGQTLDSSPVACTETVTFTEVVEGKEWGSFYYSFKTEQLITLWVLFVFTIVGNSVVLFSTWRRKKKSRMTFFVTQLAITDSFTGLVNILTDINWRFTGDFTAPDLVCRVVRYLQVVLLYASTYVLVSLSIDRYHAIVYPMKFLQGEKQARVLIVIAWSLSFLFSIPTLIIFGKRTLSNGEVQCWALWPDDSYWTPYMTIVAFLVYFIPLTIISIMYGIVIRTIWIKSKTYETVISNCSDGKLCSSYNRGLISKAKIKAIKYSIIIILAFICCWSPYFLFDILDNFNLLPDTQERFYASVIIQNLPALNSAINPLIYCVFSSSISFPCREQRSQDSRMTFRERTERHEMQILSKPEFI
# Lamin A splicing – qHTS Assay for Modulators of Lamin A Splicing | Potency, µM (series often up to 46.1 µM), for inactives: at the highest dose ratio change, negative = inhibition, actives largely listed as inhibitors | HeLa LMNA splicing GFP/RFP minigene ratio, 48 h | 0.01% of 200,000 active; active means well fitted inhibition curve with a large enough effect in the signal ratio, with a control signal flat, not every such curve was filed as active; inconclusive means small, poorly fitted or top-dose-only effect, or effect the other way, or a change in a side signal; the % refers to the signal ratio; further: potency means the concentration at half of the fitted maximal effect; on the % scale 0 is the no-effect control and ±100 the full control effect
#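 S3 HeLa stable clones carrying a lamin A-EGFP splicing minigene plus DsRed2 were seeded at 600 cells/well in Opti-MEM with 2% FBS, pin-dosed and incubated 48 h at 37°C. Acumen cytometry (488 nm) gave the GFP/RFP total-intensity ratio.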
# Epigenetic derep – Quantitative High-Throughput Screen for Regulators of Epigenetic Control; murine LDR cells, GFP reporter derepression, 30 h; Potency, µM (top dose mostly 53.9 µM), for the others: at the top dose GFP activation, actives largely listed as activators; 0.2% of 280,000 active; AID 1865, 2009; further: potency means the concentration at half of the fitted maximal effect; % of control where 0% means no effect; nearly all actives have a fitted effect of over 60% in size
#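 Murine LDR cells bearing a silenced CMV-driven GFP reporter were exposed to compound for 30 h at 37 C. After PBS washes, GFP-positive cells (20-120 um objects) counted by laser-scanning microplate cytometry.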
# Luc counter – Counterscreen for Luciferase (Kinase-Glo TM) Inhibition. Potency, µM (doses to about 38.3 µM), without a hit: top-dose activity change, negative = inhibition, actives largely listed as inhibitors. 0.28% of 200,000 active. Kinase-Glo luciferase, ATP luminescence, 8 min. Luciferin 4-monooxygenase (Photuris pensylvanica), Q27757; further: potency means the concentration at half of the fitted maximal effect; on the % scale 0 is the no-effect control and ±100 the full control effect; nearly all actives have a fitted effect of over 60% in size
#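 Kinase-Glo luciferase light output from ATP and luciferin was measured with 10 uM ATP, within the enzyme's linear range. Buffer: 50 mM imidazole pH 7.2, 50 mM KCl, 7 mM MgCl2, 0.01% Tween 20, 0.05% BSA; luminescence read after 8 min at ambient temperature.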
# IMPase Li cell – qHTS Assay for Identifying the Cell-Membrane Permeable IMPase Inhibitors: Potentiation with Lithium | CHO-M1 cells, IP1 TR-FRET (IP-One), carbachol + lithium | Potency, µM (highest dose often 59.4 µM), inactives show top-dose activity, negative = IMPase inhibition, usual class: inhibitors | 0.35% of 210,000 active | AID 1457, 2008;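 further: IP1 builds up when IMPase is blocked and the TR-FRET signal falls; potency means the concentration at half of the fitted maximal effect; plate controls were basal vehicle for no effect and high inhibitor control for full effect; nearly all actives have a fitted effect of over 50% in size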
#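 IP1 accumulation measured by competitive TR-FRET in lysed CHO-M1 cells after 30 min compound exposure at 37C, with a small lithium addition to potentiate weak responses. Hill-equation AC50 from ratio and donor-channel data.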
# CBFb-RUNX1 inh – qHTS Assay for Compounds Blocking the Interaction Between CBF-beta and RUNX1 for the Treatment of Acute Myeloid Leukemia | Runt-related transcription factor 1 (Homo sapiens) + Core-binding factor subunit beta … | AlphaScreen CBFb-His/RUNX1-biotin binding, biochemical | Potency, µM (titrated, usually from 59.8 µM), for the others: top-dose activity, negative = inhibition, actives largely listed as inhibitors | 230,000 tested, under 10 active | AID 1477, 2009; further: % of control where 0% means no effect
# Target sequence (Q01196 whole entry, looked up): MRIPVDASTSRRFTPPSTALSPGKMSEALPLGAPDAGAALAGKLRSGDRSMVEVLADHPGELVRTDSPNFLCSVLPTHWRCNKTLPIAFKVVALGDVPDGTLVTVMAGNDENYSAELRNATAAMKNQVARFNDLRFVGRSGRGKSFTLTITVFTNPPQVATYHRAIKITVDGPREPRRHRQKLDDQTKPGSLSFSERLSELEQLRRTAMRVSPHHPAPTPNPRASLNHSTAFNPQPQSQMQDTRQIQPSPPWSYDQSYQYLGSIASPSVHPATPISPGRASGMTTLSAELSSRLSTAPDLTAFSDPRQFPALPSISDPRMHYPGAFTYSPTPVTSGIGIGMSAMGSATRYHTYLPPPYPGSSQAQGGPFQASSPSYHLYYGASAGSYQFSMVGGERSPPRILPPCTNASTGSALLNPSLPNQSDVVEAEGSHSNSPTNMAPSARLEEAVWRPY
# Target sequence (Q13951 whole entry, looked up): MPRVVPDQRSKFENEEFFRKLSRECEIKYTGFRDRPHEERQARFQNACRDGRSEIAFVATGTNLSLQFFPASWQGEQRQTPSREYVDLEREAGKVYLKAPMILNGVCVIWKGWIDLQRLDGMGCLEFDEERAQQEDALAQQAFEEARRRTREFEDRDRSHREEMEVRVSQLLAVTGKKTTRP
#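 Interaction loss through any mechanism counts as activity. Pre-formed complex of His-CBF-beta and biotin-RUNX1 (30 nM apiece) is incubated with compound 15 min, then with 50 ng nickel and 50 ng streptavidin beads for 90 min before AlphaScreen detection.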
# HTT aggregate – qHTS Multiplex Assay to Identify Dual Action Probes in a Cell Model of Huntington: Aggregate Formation (GFP); PC12 HttQ103-GFP aggregates, Acumen cytometry, 40 h; Potency, µM (titrated, usually from 46.1 µM), for the others: at the highest dose activity change, negative = inhibition, usual class: inhibitors; 1.1% of 220,000 active; AID 1688, 2009; further: potency means the concentration at half of the fitted maximal effect; on the % scale 0 is the no-effect control and ±100 the full control effect; nearly all actives have a fitted effect of over 60% in size
#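 Aggregates are detected as GFP objects 1–25 µm with signal 6 STDEV over background in lysates of induced PC12 cells. These carry Huntingtin exon 1 with 103 glutamines fused to GFP under an ecdysone promoter; compounds titrated.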
# Active calls of the source: *; ? = inconclusive; . = no result given; & = joins results of further samples; [ ] = another dose, or the depositor's remark. Unless noted, the call rests on the fitted dose curve; in most records, active means well fitted curve in the direction sought with a large enough effect; inconclusive means small, poorly fitted or top-dose-only effect, or another doubt; inactive means no such curve, though single readings can be large; an effect the other way counts as inactive or inconclusive. An excerpt; count on the stated rates, not on these rows.
SMILES,NPSR antag,Lamin A splicing,Epigenetic derep,Luc counter,IMPase Li cell,CBFb-RUNX1 inh,HTT aggregate
CC1Cc2ccccc2N1CC(=O)NC(=O)NCc1ccco1 (configuration not stated),-9%[46.1 µM],?,-0.8%,1%,17%[38.3 µM],-2%,-5%
Cc1nc(C)c(CCNC(=O)c2ccc(C(F)(F)F)cc2)s1,16%,-8%,0.0%,2%,8%,2%,2%
Cc1ccc2c(c1)nnn2C1CCN(S(C)(=O)=O)CC1,-10%[46.1 µM],1%,-0.7%,11%,-9%[38.3 µM],3%,7%
CCCn1c(-c2cccc([N+](=O)[O-])c2)nc2c1c(=O)[nH]c(=O)n2Cc1ccccc1,-25%,-4%,0.0%,-2%,-2%,-6%,4%
O=C(COc1ccc2ccccc2c1)Nc1ccc(S(=O)(=O)N2CCCCCC2)cc1,-15%[46.1 µM],-12%,1.0%,3%,1%,-5%,-10%
COc1cc(C2C(Oc3ccccc3C)C(=O)N2Cc2ccc(F)cc2)cc(OC)c1OC (configuration not stated),-19%,?,0.0%,-1%,14%,4%,?
O=C(NCC1CCCO1)c1cc2n(n1)C(C(F)(F)F)CC(c1ccc(Br)cc1)N2 (configuration not stated),-4%[46.1 µM],-8%,-2.6%,-9%,-5%[38.3 µM],-1%,-5%
CN1CCN(C(=O)c2cnn(-c3ccccc3)c2NC(=O)c2cccs2)CC1,13%[46.1 µM],-1%,-1.0%,-2%,-2%[38.3 µM],4%,11%
COc1ccc(N(C)C(=O)c2ccc3c(c2)nnn3C)cc1,-15%,-2%[46 µM],2.3%,-2%,7%,-2%,-27%[9.22 µM]
CC1(C)[C@@H]2CC[C@@]1(C)C(=O)C2,.,?,-0.4%&-0.1%,1%,5%&-2%&-12%,7%[21.7 µM],-3%
O=C(Nc1ccc(F)cc1)N1CCCN(c2nccc(C(F)(F)F)n2)CC1,13%,8%[46 µM],2.1%,.,.,9%,11%[9.22 µM]
O=C(Nc1ccc(Cl)c(Cl)c1)Nc1ccc(Br)cc1F,-9%[46.1 µM],?,1.3%,4%,18%,1%,?
Cc1ccc(C)c(N2CCN(S(=O)(=O)c3c(C)noc3/C=C/N(C)C)CC2)c1,?,16%,-1.2%,-1%,6%[38.3 µM],0%,-30%
CC(=O)c1ccc(NC(=S)N2C(C)CCCC2C)cc1 (configuration not stated),-10%[46.1 µM],-1%,-1.0%,.,.,2%,11%
Cc1nn(C2CCCO2)c(=O)nc1N (configuration not stated),9%,.,0.0%,0%,2%,-7%,21%
N#CNC(=Nc1cccc(C(F)(F)F)c1)SCc1ccc(C(=O)O)cc1,10%[7.67 µM],.,0.0%,.,.,-2%,-5%[9.22 µM]
CCC1(CC)C(=O)N(C)C(=O)NC1=NCc1ccccc1,-5%[46.1 µM],2%,0.0%,1%,16%[38.3 µM],7%,4%
CCOC(=O)C(Sc1nnc2c3ccccc3n(CC)c2n1)C(=O)OCC,-25%[46.1 µM],-8%,-9.5%,-4%,23%[38.3 µM],18%,-8%
CCOC(=O)C1(Cc2cccc(OC)c2)CCN(Cc2cnc(C)s2)CC1,-7%,.,2.3%,.,10%,4%,0%[9.22 µM]
Cn1cc(/C=C2\SC(=O)N(c3ccccc3)C2=O)c2ccccc21,13%,-20%,?,-1%,5%,3%,-10%
O=C(Nc1ccc(F)cc1)c1ccc(-n2ccnc2)nc1,-4%[46.1 µM],-3%,0.0%,-4%,-9%[38.3 µM],6%,14%
Nc1c(C(=O)N/N=C/c2ccc([N+](=O)[O-])cc2)sc2nnc(-c3ccccc3)c(-c3ccccc3)c12,7%,.,0.0%,.,.,9%,-21%[9.22 µM]
CCOc1ccc(CC(=O)NNC(=S)Nc2ccc(OC)c(OC)c2)cc1,5%,.,-5.8%,1%,4%,1%,14%
CCCNC(=O)c1nc(C)n(-c2ccc([N+](=O)[O-])cc2)n1,0%,?,2.1%,-4%,6%,20%,?
CCCOc1ccc(-c2nnn(CC(=O)N3CCCCC3)n2)cc1,1%,.,0.0%,.,.,17%,-22%[9.22 µM]

# In another format: entries from further up.
smiles	NPSR antag	Lamin A splicing	Epigenetic derep	Luc counter	IMPase Li cell	CBFb-RUNX1 inh	HTT aggregate
Cc1ccc2c(c1)nnn2C1CCN(S(C)(=O)=O)CC1	-10%[46.1 µM]	1%	-0.7%	11%	-9%[38.3 µM]	3%	7%
CCCn1c(-c2cccc([N+](=O)[O-])c2)nc2c1c(=O)[nH]c(=O)n2Cc1ccccc1	-25%	-4%	0.0%	-2%	-2%	-6%	4%

# Next part.
SMILES,NPSR antag,Lamin A splicing,Epigenetic derep,Luc counter,IMPase Li cell,CBFb-RUNX1 inh,HTT aggregate
COc1ccc(C(=O)Nn2cnnc2)cc1,-4%[46.1 µM],-11%,-0.7%,2%,8%[38.3 µM],-1%,21%
CC1(C)Cc2c(sc3c2c(=O)n(Cc2ccccc2)c2nncn32)CO1,?,5%,-0.1%,13%,-11%[38.3 µM],2%,0%
CC(C)Cc1nnc(NS(=O)(=O)Cc2ccccc2)s1,-1%[46.1 µM],1%,-0.8%,4%,30%[38.3 µM],-22%,-4%
CCOc1cc(N2CCOCC2)c(OCC)cc1NC(=O)CN1C(=O)NC(Cc2ccccc2)C1=O (configuration not stated),-9%[46.1 µM],-6%,-0.9%,3%,-3%,23%,-19%
C=C(C)CSc1nc(N)c2c(C)c(C)sc2n1,-11%[46.1 µM],?,-0.7%,-1%,-4%[38.3 µM],4%,4%
COc1ccc(/C=C/C(=O)NNc2c(F)c(F)cc(F)c2F)cc1OC,?,-4%,-2.3%,2%,3%[38.3 µM],1%,13%
CC(Oc1ccc(Cl)cc1Cl)c1ccnc2nc(N3CCOCC3)nn12 (configuration not stated),-35%,?,1.1%,0%,13%,4%,?
CCOC(=O)N1CCN(C(=O)CSc2nc3c(cnn3-c3ccc(Cl)cc3)c(=O)[nH]2)CC1,-12%,-4%,-1.0%,2%,8%,5%,20%
COC(=O)c1c(C)[nH]c(C(=O)C(C)Sc2nnc(-c3cc(OC)c(OC)c(OC)c3)o2)c1C (configuration not stated),-22%[46.1 µM],?,0.0%,-5%,15%[38.3 µM],5%,-6%
CN1CCN(CCCNC(=S)Nc2ccc(F)c(Cl)c2)CC1,7%,.,-2.5%,2%,-5%,-11%,-18%
O=C(CSc1ccc(F)cc1)NC12CC3CC(CC(C3)C1)C2,-35%,-9%[46 µM],1.3%[10.1 µM],-1%,5%,6%,-2%[9.22 µM]
C=CCc1c(C)nc(SCC(N)=O)[nH]c1=O,-1%[46.1 µM],-5%,-0.7%,1%,28%[38.3 µM],5%,7%
CCCSc1nc(=S)n(Cc2ccccc2)c(C)c1C(C)=O,-7%,.,-0.4%,-3%,13%,14%,-27%
Fc1cccc(Cl)c1Cn1nnc2c(N3CCC4(CC3)OCCO4)ncnc21,-10%[46.1 µM],?,-2.0%,-5%,1%[38.3 µM],1%,-19%
COc1ccc(OC)c(N(CC(=O)Nc2ccccc2)S(C)(=O)=O)c1,-17%[46.1 µM],-1%,-1.1%,-1%,-1%[38.3 µM],2%,10%
O=C(C1=C[C@@H](c2ccc(Br)cc2)C[C@@H](OCCCCO)O1)N1CCN(Cc2ccc3c(c2)OCO3)CC1,51%,.,-2.9%,.,8%,7%,17%[9.22 µM]
CC(=O)N/N=C(\C)c1ccc2c(c1)OCCO2,10%,.,-0.5%,-6%,9%,10%,8%
CC(=O)Nc1cc2c(cc1C(=O)c1ccc(C)cc1)OCCO2,-23%[46.1 µM],5%,0.7%,8%,-2%[38.3 µM],3%,6%
CCOC(=O)C1=C(N)N(c2cc(S(=O)(=O)N3CCOCC3)ccc2Cl)C(=O)C1,-1%,2%[46 µM],0.0%,-2%,-1%,-7%,-7%
Cc1cc(-c2nnco2)c(C)n1-c1ccc(F)cc1,18%[46.1 µM],9%,-1.1%,0%,8%[38.3 µM],-4%,8%
Cc1cc(C)nc(-n2nc(C)cc2NC(=O)c2cccc(S(=O)(=O)N(C)C)c2)n1,-8%[46.1 µM],-2%,1.0%,-3%,-5%[38.3 µM],13%,1%
O=C1CC(c2ccccc2)Oc2ccccc21 (configuration not stated),.,-4%,1.3%,2%,-3%,.,.
CCCc1cc2c(-c3ccccc3)cc(=O)oc2cc1OCc1ccc(C(=O)O)o1,-12%,-26%[46 µM],1.1%,0%,5%,-10%,-6%
COc1ccc(S(=O)(=O)N2CCCCC2)cc1NC(=O)c1cccnc1SC,-11%,.,-3.1%,.,.,11%,?
Cc1ccc(S(=O)(=O)NCC(=O)N(CC(=O)NCC2CCCO2)Cc2ccccc2)cc1 (configuration not stated),-3%[46.1 µM],13%,1.0%,-4%,10%[38.3 µM],2%,-16%
CC(=O)c1sc(NC(=O)COc2ccccc2)nc1C,-6%,-10%[46 µM],-2.6%,2%,10µM*,8%,0%
CCOC(=O)c1cc(-c2ccccc2)nc2nc(N3CCCCC3)sc12,?,-1%,1.1%,0%,-4%,?,-8%

# 2 compounds drawn at random from those above:
SMILES,NPSR antag,Lamin A splicing,Epigenetic derep,Luc counter,IMPase Li cell,CBFb-RUNX1 inh,HTT aggregate
CC(=O)c1sc(NC(=O)COc2ccccc2)nc1C,-6%,-10%[46 µM],-2.6%,2%,10µM*,8%,0%
CCCc1cc2c(-c3ccccc3)cc(=O)oc2cc1OCc1ccc(C(=O)O)o1,-12%,-26%[46 µM],1.1%,0%,5%,-10%,-6%

# 2 of these compounds in a different format:
> CC1(C)Cc2c(sc3c2c(=O)n(Cc2ccccc2)c2nncn32)CO1
  NPSR antag: ? | Lamin A splicing: 5% | Epigenetic derep: -0.1% | Luc counter: 13% | IMPase Li cell: -11%[38.3 µM] | CBFb-RUNX1 inh: 2% | HTT aggregate: 0%
> CC(C)Cc1nnc(NS(=O)(=O)Cc2ccccc2)s1
  NPSR antag: -1%[46.1 µM] | Lamin A splicing: 1% | Epigenetic derep: -0.8% | Luc counter: 4% | IMPase Li cell: 30%[38.3 µM] | CBFb-RUNX1 inh: -22% | HTT aggregate: -4%

# From PubChem
